RORgamma inh = inhibitors of mouse ROR gamma transcriptional activity | 310,000 tested, 5.4% active | Potency, µM (series often up to 53.6 µM), without a hit: at the highest dose activity change, negative = inhibition, actives largely listed as inhibitors | Drosophila S2 Gal4-RORgamma UAS-luciferase reporter, 20 h | P51450; also: % is scaled to controls: 0 for no effect and ±100 for the full control effect; nearly all actives have a fitted effect of over 60% in size
Target sequence (P51450 whole entry, looked up, the tested form may be a part): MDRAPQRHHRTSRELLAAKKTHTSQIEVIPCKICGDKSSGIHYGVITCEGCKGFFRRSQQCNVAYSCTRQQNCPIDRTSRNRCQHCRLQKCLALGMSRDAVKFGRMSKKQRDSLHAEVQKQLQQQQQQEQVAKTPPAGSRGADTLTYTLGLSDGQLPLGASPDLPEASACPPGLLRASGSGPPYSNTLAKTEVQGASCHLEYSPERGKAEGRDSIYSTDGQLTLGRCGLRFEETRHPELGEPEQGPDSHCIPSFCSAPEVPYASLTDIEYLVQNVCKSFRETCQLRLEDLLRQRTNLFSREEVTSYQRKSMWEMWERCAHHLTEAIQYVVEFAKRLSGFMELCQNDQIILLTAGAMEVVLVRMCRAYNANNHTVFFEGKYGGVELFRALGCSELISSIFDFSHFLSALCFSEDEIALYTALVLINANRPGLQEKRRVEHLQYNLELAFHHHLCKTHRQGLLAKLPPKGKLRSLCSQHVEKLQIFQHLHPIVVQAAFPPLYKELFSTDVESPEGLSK
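In this cell-based reporter format, copper sulfate (700 uM final) drives Gal4–ROR gamma fusion expression from a metallothionein promoter in Drosophila Schneider cells; compounds preincubated 1 hr, reporter read after 20 hr at ambient temperature.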
p53 reactivator = mutant p53 re-activation in reporter cells | AID 504706 | 320,000 tested, 0.063% active | H1299 p53-A138V BP100-luciferase reporter, luminescence, 24 h | Potency, µM (series often up to 92.2 µM), inactives show top-dose activity change, positive = activation, actives largely listed as activators; also: % of control where 0% means no effect; nearly all actives have a fitted effect of over 45% in size
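H1299 (p53-null), stable ts p53-A138V + BP100-Luc; 1000 cells/well, Opti-MEM/10% FBS; cpd 4 pt, 1:5; 24 h, 37 deg C, 5% CO2; detection reagent 10 min RT; luminescence.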
uPA surface inh = cell surface uPA generation inhibition; 330,000 tested, 0.31% active; cell surface uPA generation assay, qHTS; Potency, µM (top dose mostly 38.3 µM), inactives show top-dose activity change, negative = inhibition, actives largely listed as inhibitors; active = well fitted inhibition curve with a large enough effect; inconclusive = small, poorly fitted or top-dose-only effect; inactive = no such curve, though single readings can be large or run the other way; tested in mouse RAW 264.7 cells; also: % is scaled to controls: 0 for no effect and ±100 for the full control effect; nearly all actives have a fitted effect of over 55% in size
MBNL1 CUG block = blocks human MBNL1 binding to CUG repeat RNA; TR-FRET MBNL1-His/biotin-(CUG)12 binding, 665/545 ratio; 280,000 tested, 0.036% active; Potency, µM (highest dose often 57.5 µM), without a hit: at the top dose activity change, negative = inhibition, actives largely listed as inhibitors; AID 2675; active = well fitted inhibition curve with a large enough effect in the signal ratio, with a control signal flat, not every such curve was filed as active; inconclusive = small, poorly fitted or top-dose-only effect, or effect the other way, or a change in a side signal; inactive = no such curve, though single readings can be large or run the other way; the % refers to the signal ratio; also: % is scaled to controls: 0 for no effect and ±100 for the full control effect
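His-tagged MBNL1 binding to biotinylated (CUG)12 RNA was measured by TR-FRET using terbium anti-His antibody (0.055 ng/ul final) and streptavidin-XL665 (5 nM final). Compounds were titrated 92 nM to 58 uM; 60 min at room temperature.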
MLL CXXC-DNA inh = MLL CXXC-DNA interaction inhibition. Potency, µM (highest dose often 115 µM), for the others: top-dose activity change, negative = inhibition, most hits filed as inhibitors. MLL-CXXC / FITC-HOXA9 DNA fluorescence polarization. Q03164. 290,000 tested, 0.037% active; active = well fitted inhibition curve with a large enough effect in the polarisation, with a control signal flat, not every such curve was filed as active; inconclusive = small, poorly fitted or top-dose-only effect, or effect the other way, or a change in a side signal; inactive = no such curve, though single readings can be large or run the other way; the % refers to the polarisation
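Fluorescence polarization: 7 uM MLL-CXXC (stock) preincubated 5 min with compounds, then 50 nM fluorescein-HOX-A9 DNA (stock) added; 30 min ambient. Buffer 50 mM Tris-HCl pH 7.5, 50 mM NaCl, 1 mM DTT, 0.05% BSA.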
FLuc modulator = counter-screen for miR-21 project: firefly luciferase inhibitors or activators; 360,000 tested, 6.9% active; Potency, µM (series often up to 57.5 µM), for the others: top-dose activity change, negative = inhibition, hits mostly inhibitors; purified FLuc, Km substrates, luminescence inhibition; AID 588342; P08659;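 also: plate controls were vehicle for no effect and reference inhibitor for full effect; nearly all actives have a fitted effect of over 55% in size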
Target sequence (P08659 whole entry, looked up): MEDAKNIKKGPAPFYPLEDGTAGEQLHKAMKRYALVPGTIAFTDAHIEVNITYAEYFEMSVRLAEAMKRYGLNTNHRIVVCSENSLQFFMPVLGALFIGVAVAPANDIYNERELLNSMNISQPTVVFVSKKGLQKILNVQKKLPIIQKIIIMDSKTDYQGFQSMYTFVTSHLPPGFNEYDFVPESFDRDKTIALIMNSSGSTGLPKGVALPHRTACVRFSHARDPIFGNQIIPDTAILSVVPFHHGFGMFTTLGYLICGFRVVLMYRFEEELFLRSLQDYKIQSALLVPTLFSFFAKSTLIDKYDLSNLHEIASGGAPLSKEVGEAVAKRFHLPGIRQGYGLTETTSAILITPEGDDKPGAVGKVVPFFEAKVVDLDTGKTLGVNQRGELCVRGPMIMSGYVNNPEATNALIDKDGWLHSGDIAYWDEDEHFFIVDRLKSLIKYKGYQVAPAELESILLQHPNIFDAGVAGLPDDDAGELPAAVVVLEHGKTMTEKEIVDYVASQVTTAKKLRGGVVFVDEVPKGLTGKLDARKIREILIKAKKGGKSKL
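Biochemical qHTS of compounds, final roughly 60 µM downward over six points, against 10 nM purified firefly luciferase using Km concentrations of substrates (10 uM D-luciferin, 10 uM ATP) in Tris acetate pH 7.5 buffer; luminescence output.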
VP16 counter = inhibits Gal4-VP16 luciferase reporter, ROR gamma counter-screen; AID 2546; 310,000 tested, 3.5% active; Potency, µM (top dose mostly 53.6 µM), for the others: top-dose activity, negative = inhibition, most hits filed as inhibitors; Drosophila S2 Gal4-VP16 UAS-luciferase, luminescence, 20 h;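 also: Gal4-VP16 expression switched on by copper sulfate through the metallothionein promoter; % is scaled to controls: 0 for no effect and ±100 for the full control effect; nearly all actives have a fitted effect of over 50% in size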
NPC1 prom act = NPC1 promoter activation | Huh7 NPC1 promoter luciferase reporter, 24 h | Potency, µM (highest dose often 9.22 µM), for inactives: top-dose activation, most hits filed as activators | 320,000 tested, 2.4% active;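 also: % of control where 0% means no effect; nearly all actives have a fitted effect of over 60% in size; reporter is driven by a mutant NPC1 promoter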
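Luminescence read-out of NPC1 promoter-driven luciferase in stably transfected Huh7 cells; compounds delivered in DMSO and left 24 h at 37C, 5% CO2, qHTS titration format.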
BRCA1 expr act = BRCA1 expression activation; MCF7-BRCA1-FFLuc reporter, luminescence, 48 h; response scale: scaled: vehicle 0%, 10 µM genistein 100%; Potency, µM (titrated, usually from 46.1 µM), inactives show at the highest dose activation, hits mostly activators; 380,000 tested, 1.1% active; also: nearly all actives have a fitted effect of over 80% in size; some results filed as inactive show a strong effect at the top dose
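Cells: MCF7-BRCA1-FFLuc, 2000/well. Exposure: 48 h, 37 °C, 5% CO2. Read: luminescence, 15 min post-substrate. Controls: genistein 10 microM (maximal activation), DMSO (neutral).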
ELG1 genotoxic = genotoxicity induction in ELG1-luciferase HEK293T cells; HEK293T ELG1-luciferase reporter, luminescence, 16 h; Potency, µM (series often up to 46 µM), for inactives: at the highest dose activity change, positive = activation, usual class: activators; 330,000 tested, 1.3% active; AID 504466; also: % of control where 0% means no effect; nearly all actives have a fitted effect of over 60% in size
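Screening used a luciferase reporter fused to human ELG1 in HEK293T cells. Luminescence was read on a CCD plate imager after 16 hr exposure and 30 min ONE-Glo incubation.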
Rab9 prom act = activates the Rab9 promoter. Huh7 Rab9 promoter-luciferase reporter, luminescence, 24 h. Potency, µM (titrated, usually from 9.22 µM), for inactives: top-dose activation, negative = inhibition, hits mostly activators. 320,000 tested, 2.8% active; also: % of control where 0% means no effect; nearly all actives have a fitted effect of over 60% in size
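Huh7 cells stably carrying Rab9 promoter–luciferase reporter, plated 1500 cells/well, compound added after 2 h and incubated 24 h at 37 °C; luciferase luminescence then read after 10 min with detection reagent.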
Active calls of the source: *; ? = inconclusive; nt = not tested or not shown; [ ] = another dose, or the depositor's remark. Unless noted, calls follow the shape of the dose curve; as a rule, active = well fitted curve in the direction sought with a large enough effect; inconclusive = small, poorly fitted or top-dose-only effect, or another doubt; inactive = no such curve, though single readings can be large; an effect the other way counts as inactive or inconclusive. Potency is read from the fitted curve at half-maximal effect. Some of the compounds tested; rates above refer to the full screens.

| SMILES | FLuc modulator | RORgamma inh | BRCA1 expr act | Rab9 prom act | NPC1 prom act | p53 reactivator | MBNL1 CUG block | MLL CXXC-DNA inh | VP16 counter | uPA surface inh | ELG1 genotoxic |
| --- | --- | --- | --- | --- | --- | --- | --- | --- | --- | --- | --- |
| C/C(=N/NC(=O)C1COc2ccccc2O1)c1ccco1 (stereo not given) | 2.5% | -2.2% | -3.1% | -0.7% | -0.8% | -0.4% | 15.2% | -6.9% | 11.7% | -2.7% | 1.7% |
| O=C(COC(=O)CSc1cc(Cl)ccc1Cl)Nc1ncc(C(F)(F)F)cc1Cl | -0.1% | -10.0% | -6.0% | -8.1% | -0.5% | -2.3% | -2.1% | 6.9% | 2.9% | -3.3% | 0.0% |
| Cc1noc(C)c1C(=O)OC(C)C(=O)N1CCc2ccccc21 (stereo not given) | 0.0% | nt | 18.9% | 0.9% | 1.0% | -1.2% | nt | nt | nt | 10.9% | 1.6% |
| CC(=O)Nc1ccc(NC(=O)CSc2ccccn2)cc1 | -5.3% | -1.6% | 7.8% | -12.0% | 1.1% | 17.3% | ? | -1.0% | -12.1% | 0.9% | 3.4% |
| Cc1ccc(S(=O)(=O)NCCC(=O)NNC(=O)COc2ccc(Br)cc2)cc1C | 0.5% | nt | -15.9% | 10.4% | 1.3% | -3.9% | nt | nt | nt | -0.2% | -0.5% |
| CC(NC(=O)c1cccc(C(F)(F)F)c1)C(c1ccccc1)N1CCOCC1 (stereo not given) | 0.0% | 40.7% | 3.1% | -7.6% | -0.5% | -1.8% | 0.6% | 7.4% | 0.1% | 5.6% | -2.9% |
| Cc1c(-c2ncn[nH]2)sc(C#N)c1-c1ccccc1 | 19µM* | 23.2% | -4.1% | -3.3% | 7.9% | 7.0% | 28.1% | 2.0% | 18.0% | -4.8% | 1.9% |
| O=c1ccccn1Cc1ccccc1F | 2.5% | 10.1% | 3.1% | 3.1% | -4.3% | -3.4% | -9.7% | -4.0% | -4.9% | -6.5% | 6.3% |
| COc1cccc(CNc2ccc(S(=O)(=O)N3CCN(C)CC3)cn2)c1 | -1.3% | nt | -3.3% | -5.4% | -2.4% | -8.1% | nt | nt | nt | -16.0% | -0.3% |
| O=C(Nc1cccc(NC(=O)c2ccc([N+](=O)[O-])o2)c1)c1ccco1 | -18.7% | -31.9% | -84.2% | -13.9% | -6.8% | -23.3% | ? | 24.5% | ? | -14.3% | -17.7% |
| COc1ccccc1NC(=O)Cc1nnc(SCC(=O)Nc2nccs2)n1C | 1.8% | -31.0% | -22.6% | -3.0% | -6.2% | -0.9% | -3.8% | 7.4% | 6.9% | 2.9% | -2.8% |
| CCOC(=O)C1CCN(C(=O)/C=C/c2ccccc2)CC1 | 23.9µM* | ? | ? | 1.12µM* | 1.41µM* | 1.3% | 1.8% | 7.9% | 11.7% | -1.7% | 13.8% |
| COc1cc(NC(=O)c2ccc(COc3ccccc3Br)o2)cc(OC)c1OC | -15.7% | 13.0% | -43.2% | 1.4% | 4.8% | 2.0% | 0.9% | -2.9% | 0.0% | -0.7% | -18.6% |
| Cc1occc1-c1nnc(SCC(=O)c2cc3ccccc3oc2=O)o1 | 1.3% | ? | -23.2% | 14.7% | -6.9% | 20.4% | 30.6%[activator] | -15.9% | ? | -2.2% | 7.3% |
| O=C(c1cccc(Br)c1)c1cn(-c2ccccc2)nc1C(=O)c1ccccc1 | -1.2% | 7.8% | -23.8% | 0.7% | -10.8% | -4.9% | -16.7% | 3.0% | -9.1% | -2.6% | -1.4% |
| CCc1ccc(C(=O)NNc2ccc(S(N)(=O)=O)cc2)cc1 | -15.5% | -1.5% | 20.8% | 15.3% | 18.4% | 3.2% | -6.1% | -9.2% | 4.8% | 4.8% | 2.6% |
| Cc1sc2ccccc2[n+]1CC(=O)c1ccccc1 | ? | 0.1%[1.91 µM] | -11.5% | 0.9% | 12.1% | nt | 3.5% | -14.9% | ? | -29.7% | 5.5% |
| CCOC(=O)Cc1cn(C(=O)OC(C)(C)C)c2ccccc12 | -0.3% | nt | 5.9% | -7.5% | 2.1% | 8.0% | nt | nt | nt | 15.6% | 0.0% |
| O=C(/C=C/Nc1ccc(F)cc1)c1ccc(Br)cc1 | 2.13µM* | 5.0% | ? | 1.41µM* | 2µM* | -0.9% | -6.5% | -11.1% | ? | -12.8% | ? |
| CCn1cc(CNC(=O)/C=C/c2ccc([N+](=O)[O-])cc2)c(C)n1 | -3.8% | 11.1% | -25.6% | 0.4% | 0.4% | -5.6% | ? | -6.4% | -1.4% | nt | -3.0% |
| O=C(c1cnc(Cl)c(Cl)c1)N1CCN(S(=O)(=O)c2ccc3ccccc3c2)CC1 | -0.1% | nt | -18.3% | -2.9% | -5.0% | -4.2% | nt | nt | nt | -10.6% | 10.6% |
| C=CCn1c(SCC(=O)c2cccs2)nc2sc(CC)cc2c1=O | 3.6% | -15.9% | 6.1%[1.84 µM] | -0.1% | -3.6% | -0.8% | 17.6% | 5.1% | ? | -6.0% | -21.7% |
| CC(NC(=O)C1CC1)C(c1cccs1)N1CCOCC1 (stereo not given) | 1.3% | 31.2% | 6.3% | -6.5% | 1.5% | -0.1% | -2.7% | 4.4% | 2.5% | 0.5% | 0.8% |
| O=C(NCc1cccs1)C(=O)NCC1OCCCN1S(=O)(=O)c1cccs1 (stereo not given) | -1.3% | 1.6% | -14.9% | -2.0% | -5.7% | -1.5% | -6.5% | 2.8% | -7.5% | -9.3% | 3.3% |
| Cn1c(-c2ccc(Cl)cc2)cnc1N | -0.4% | ? | 6.6%[1.84 µM] | 7.4% | 9.0% | 14.5% | 4.3% | 14.9% | ? | 3.5% | -2.0% |
| O=C(CCn1c(=O)sc2ccccc21)NCc1ccccc1 | 1.0% | 11.7% | -8.6% | 3.1% | -4.9% | -4.4% | -4.3% | 7.8% | 6.8% | -15.8% | 7.2% |
| CC(=O)Nc1ccc(NC(=O)C(C)Sc2nc3ccccc3c(=O)n2CC2CCCO2)cc1 (stereo not given) | 4.1% | nt | -15.8% | -1.1% | 1.4% | -8.5% | nt | nt | nt | -2.6% | 3.1% |
| CCc1ccc(C(=O)/C=C2\Sc3ccccc3NC2=O)cc1 | 13.5µM* | ? | 31.1% | -4.7% | -1.5% | ? | nt | 10.8% | ? | -5.1% | 11.1% |
| O=C(Nc1ccc(Cl)cc1F)C1CCN(S(=O)(=O)c2cccc3nonc23)CC1 | -1.7% | 12.4% | -19.3% | -0.1% | 2.6% | 0.8% | 5.4% | 0.1% | 1.2% | -4.7% | 9.5% |
| Nc1nc(SCC(=O)N2CCN(S(=O)(=O)c3ccc(Cl)cc3)CC2)n[nH]1 | -2.4% | -13.7% | 42.5% | -2.1% | -3.5% | -2.7% | -3.7% | 0.6% | -3.0% | -2.6% | -1.4% |
| Cn1c(=O)n(CCN2CCOCC2)c(=O)c2c1nc1n2CCN1c1ccc(Oc2ccccc2)cc1 | -17.8% | 2.6% | -44.6% | 3.9% | -0.6% | -3.6% | -7.6% | 1.3% | -11.3% | -1.0% | 0.0% |
| Cc1ccc(C(=O)N/C(=C\c2ccco2)C(=O)NCCCN2CCOCC2)cc1C | -0.7% | -0.9% | -3.4% | 0.1% | -4.8% | 1.9% | 2.5% | -9.1% | -1.2% | 5.1% | 0.6% |
| Cc1cccc(C)c1NC(=O)c1ccc(N2CCCC2=O)cc1 | 0.3% | nt | 3.6% | 0.1% | -0.5% | -2.2% | nt | nt | nt | -13.0% | 0.4% |
| Cc1cc(C)c(NC(=O)CSCc2nc3sc(C)c(C)c3c(=O)[nH]2)c(Cl)c1 | nt | nt | -8.3% | 0.7% | 10.1% | -4.9% | nt | nt | nt | 12.1% | -0.2% |
| Cc1cccc(NC(=O)c2cccc(S(=O)(=O)N3CCCC3)c2)n1 | -5.5% | nt | 16.8% | -2.7% | -1.7% | 1.8% | nt | nt | nt | -2.4% | 6.1% |
| C/C(CC1(O)C(=O)Nc2ccccc21)=N\O (stereo not given) | 4.7% | -2.8% | 3.9% | 5.5% | -0.5% | 0.4% | 6.0% | 21.8% | -1.2% | 7.4% | -0.6% |
| CC(=O)OC(/C(O)=C(\C#N)c1nc2ccccc2[nH]1)c1ccccc1 (stereo not given) | 4.8% | 14.1µM* | 22.0% | 12.0% | 0.4% | -2.7% | 1.5% | 13.9% | ? | -1.2% | 0.1% |
| COc1ccc(S(=O)(=O)N(C)c2ccc(C(=O)Nc3c(C)n(C)n(-c4ccccc4)c3=O)cc2)cc1 | 1.1% | 2.1% | -12.8% | -2.2% | -0.6% | -3.4% | 1.6% | 7.5% | -7.3% | 4.2% | -5.0% |
